# Screening data from PubChem.
# p53null 39C tox – p53 null cell cytotoxicity, nonpermissive temperature; H1299 p53-null (neo) cells, 39C, ATPlite viability, 24 h; Potency, µM (titrated, usually from 46.1 µM), without a hit: at the top dose activity, negative = cell killing, usual class: cytotoxic; 0.97% of 55,000 active;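 also: potency is read from the fitted curve at half-maximal effect; 0% = DMSO only and -100% = full killing by 100 µM tamoxifen; nearly all actives have a fitted effect of over 50% in size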
#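 H1299 lung cancer cells, p53-null (H1299-neo) or expressing p53 A138V (H1299-p53A138V), were plated overnight at 37C, then exposed to compounds at up to 46 uM for 24 hr at 39C. Viability was read by ATP-based luminescence.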
# B2AR arrestin ag – beta-arrestin recruitment by human beta2-adrenergic receptor ligands | Potency, µM (titrated, usually from 46.1 µM), without a hit: at the top dose activation, usual class: activators | 44,000 tested, under 10 active | HTLA Tango cells, beta-arrestin recruitment, luciferase luminescence, 18 h;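 also: potency is read from the fitted curve at half-maximal effect; 0% = DMSO and full agonism = EC100 isoproterenol or metaproterenol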
# Target sequence (P07550 whole entry, looked up): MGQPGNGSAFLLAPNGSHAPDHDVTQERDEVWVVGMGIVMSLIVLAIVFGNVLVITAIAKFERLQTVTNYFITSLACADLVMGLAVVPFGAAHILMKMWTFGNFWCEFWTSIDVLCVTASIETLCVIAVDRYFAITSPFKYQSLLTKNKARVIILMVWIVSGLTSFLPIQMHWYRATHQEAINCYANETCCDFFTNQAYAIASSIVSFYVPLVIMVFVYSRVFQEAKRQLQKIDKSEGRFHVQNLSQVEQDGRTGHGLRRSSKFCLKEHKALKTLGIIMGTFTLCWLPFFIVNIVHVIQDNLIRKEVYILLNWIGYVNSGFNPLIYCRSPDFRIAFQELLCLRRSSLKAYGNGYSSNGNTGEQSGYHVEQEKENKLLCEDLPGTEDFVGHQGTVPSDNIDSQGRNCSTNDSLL
#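 Receptor–beta-arrestin recruitment read by tTA-responsive luciferase: compound titrations (up to 46 µM) incubated 18 h with Tango cells, then luminescent substrate 15 min at room temperature. Concentration-response fits classified by r2, efficacy and activity.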
# NTMT1 inhibitor – NTMT1 methyltransferase inhibition; Q9BV86; NTMT1 MTase-Glo SAH luminescence, purified enzyme; Potency, µM (highest dose often 114 µM), for the others: at the highest dose activity change, negative = inhibition, usual class: inhibitors; 2.5% of 59,000 active;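 also: potency is read from the fitted curve at half-maximal effect; plate controls were DMSO vehicle for no effect and no enzyme for full effect; nearly all actives have a fitted effect of over 65% in size; many of its hits are not listed in these tables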
# Target sequence (Q9BV86 whole entry, looked up): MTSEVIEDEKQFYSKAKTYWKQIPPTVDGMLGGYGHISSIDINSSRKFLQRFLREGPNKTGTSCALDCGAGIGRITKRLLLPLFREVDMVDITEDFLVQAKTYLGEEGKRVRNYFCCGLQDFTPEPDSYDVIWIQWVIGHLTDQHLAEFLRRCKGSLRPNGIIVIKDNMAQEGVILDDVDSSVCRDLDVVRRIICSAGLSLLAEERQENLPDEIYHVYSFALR
# FH mod – Identification of activators of human fumarate hydratase by quantitative high-throughput screening; Potency, µM (highest dose often 79.9 µM), inactives show top-dose activity change, negative = inhibition, hits mostly inhibitors; Fumarate hydratase, mitochondrial (Homo sapiens), P07954; FH coupled MDH/diaphorase resazurin fluorescence, 15 min; 0.22% of 54,000 active; also: potency is read from the fitted curve at half-maximal effect; % is scaled to controls: 0 for no effect and ±100 for the full control effect; the screen sought activators but most active calls are inhibition curves; nearly all actives have a fitted effect of over 45% in size
# GALK inhibitor – inhibits human galactokinase; 44,000 tested, under 10 active; Potency, µM (series often up to 57.5 µM), without a hit: top-dose activity, negative = inhibition, most hits filed as inhibitors; recombinant GALK, Kinase-Glo ATP luminescence, 1 h; P51570;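 also: plate controls were full GALK reaction for no effect and reaction lacking GALK for full effect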
#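 Compounds were pinned into ATP buffer, then GALK-galactose mix was added (final 5 nM enzyme, 35 uM ATP, 100 uM galactose, pH 8.0). After 1 h at room temperature, Kinase-Glo Plus was added and luminescence read.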
# p53null 32C tox – selectivity test: cytotoxicity in p53 null cells, permissive temperature; H1299-neo p53 null cells, ATP luminescence, 24 h, 32C; Potency, µM (highest dose often 46.1 µM), inactives show at the top dose activity change, negative = cytotoxicity, usual class: cytotoxic; 0.62% of 55,000 active;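 also: potency is read from the fitted curve at half-maximal effect; 0% = DMSO only and -100% = full killing by 100 µM tamoxifen; nearly all actives have a fitted effect of over 55% in size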
#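 Overnight 37C seeding (600 cells/well) of H1299-neo preceded a 24 hr, 32C exposure to compounds up to 46 uM. ATP levels, read by luminescence after 20 min at RT, indicated surviving cells.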
# PTAP-TSG101 blk – blocks PTAP binding to human TSG101, validation. Fluorescence polarization, FITC-PTAP peptide/Tsg101, 20 min. 44,000 tested, under 10 active. Potency, µM (series often up to 115 µM), inactives show at the top dose activity change, negative = inhibition, most hits filed as inhibitors; also: potency is read from the fitted curve at half-maximal effect; 0% is about no effect
# Target sequence (Q99816 whole entry, looked up): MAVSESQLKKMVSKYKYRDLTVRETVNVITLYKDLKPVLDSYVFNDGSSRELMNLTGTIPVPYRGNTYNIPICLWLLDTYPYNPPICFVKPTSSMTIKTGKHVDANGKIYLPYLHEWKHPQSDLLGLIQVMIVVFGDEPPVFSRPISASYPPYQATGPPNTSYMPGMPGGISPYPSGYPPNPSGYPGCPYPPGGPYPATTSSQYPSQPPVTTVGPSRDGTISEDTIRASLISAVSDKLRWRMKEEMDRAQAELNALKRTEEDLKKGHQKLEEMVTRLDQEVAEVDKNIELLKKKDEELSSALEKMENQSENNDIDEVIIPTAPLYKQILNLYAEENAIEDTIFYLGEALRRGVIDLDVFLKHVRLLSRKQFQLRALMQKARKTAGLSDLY
#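 qHTS FP binding, 20 min r.t.: 10 uM Tsg101 domain + 50 nM FITC-PTAP peptide, pH 7.5 HEPES buffer with TCEP and EDTA.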
# * = called active by the depositor; ? = inconclusive; · = not tested or not shown; [ ] = dose if it differs, or a comment. Calls follow the shape of the dose curve; as a rule, active = well fitted curve in the direction sought with a large enough effect; inconclusive = small, poorly fitted or top-dose-only effect, or another doubt; inactive = no such curve, though single readings can be large; an effect the other way counts as inactive or inconclusive. A portion of the library, so the mix of outcomes need not match the whole.
# The opening six entries, ahead of the listing:
SMILES,p53null 39C tox,B2AR arrestin ag,NTMT1 inhibitor,FH mod,GALK inhibitor,p53null 32C tox,PTAP-TSG101 blk
Cn1cc(C(=O)NCc2ccccc2)c(=O)c2cc(S(=O)(=O)N3CCOCC3)ccc21,-19%,-2%,-4%,13%,1%,5%,-5%
CC(C)C12CN3CC(C(C)C)(CN(C1)C3c1ccc(Cl)cc1)C2=O (stereo unspecified),-17%,0%,3%,-6%,0%,3%,3%
COc1ccc(OCc2ccc(-c3nc(C#N)c(NC(C)c4ccccc4)o3)o2)cc1 (stereo unspecified),-12%,-4%,?,-7%,5%,-9%,1%
Cc1cccc(C)c1OCC(=O)NC(Cc1c[nH]c2ccccc12)C(=O)O (stereo unspecified),4%,-1%,1%,-9%,2%,-9%,2%
O=C(Nc1cccc(NC(=O)c2ccccc2Cl)c1)c1cccc(Br)c1,6%,0%,13%,-7%,0%,8%,-2%
Cc1ccc(C)c(Cn2c(C(C)NC(=O)c3ccc(F)cc3)nc3ccccc32)c1 (stereo unspecified),-24%,-3%,4%,-3%,5%,5%,-2%

# The list itself, repeating the preview:
SMILES,p53null 39C tox,B2AR arrestin ag,NTMT1 inhibitor,FH mod,GALK inhibitor,p53null 32C tox,PTAP-TSG101 blk
Cn1cc(C(=O)NCc2ccccc2)c(=O)c2cc(S(=O)(=O)N3CCOCC3)ccc21,-19%,-2%,-4%,13%,1%,5%,-5%
CC(C)C12CN3CC(C(C)C)(CN(C1)C3c1ccc(Cl)cc1)C2=O (stereo unspecified),-17%,0%,3%,-6%,0%,3%,3%
COc1ccc(OCc2ccc(-c3nc(C#N)c(NC(C)c4ccccc4)o3)o2)cc1 (stereo unspecified),-12%,-4%,?,-7%,5%,-9%,1%
Cc1cccc(C)c1OCC(=O)NC(Cc1c[nH]c2ccccc12)C(=O)O (stereo unspecified),4%,-1%,1%,-9%,2%,-9%,2%
O=C(Nc1cccc(NC(=O)c2ccccc2Cl)c1)c1cccc(Br)c1,6%,0%,13%,-7%,0%,8%,-2%
Cc1ccc(C)c(Cn2c(C(C)NC(=O)c3ccc(F)cc3)nc3ccccc32)c1 (stereo unspecified),-24%,-3%,4%,-3%,5%,5%,-2%
COc1ccc(Nc2c3c(nc4nncn24)CCC3)cc1OC,-18%,-1%,13%,2%,7%,-3%,-7%
CCOc1ccc(NC(=O)C(NS(=O)(=O)c2cccc3nsnc23)c2ccccc2)cc1 (stereo unspecified),83%[activator],1%,0%,-18%,3%,7%,-4%
CN(C)c1ccc(CNc2nc(-c3ccco3)nn2S(C)(=O)=O)cc1,-36%,-4%,8%,-16%,-8%,-11%,1%
Cc1cc(-n2c(C)nc3ccccc3c2=O)ccc1NC(=O)c1cccc([N+](=O)[O-])c1C,3%,-4%,-6%,-9%,-6%,-12%,1%
CCc1ccc(OCc2nc(-c3ccc(OC)cc3)no2)c(Br)c1,25%,-1%,11%,-22%,?,-6%,-9%
COC(=O)c1cc(NC(=O)c2cc3c(-c4ccccc4F)nn(C)c3s2)cc(C(=O)OC)c1,2%,0%,7%,1%,-1%,0%,-4%
Cc1ccc(S(=O)(=O)c2nnn3c2nc(NC(C)c2ccccc2)c2sccc23)cc1 (stereo unspecified),-30%,2%,7%,-19%,3%,5%,1%
O=C(NC1CCCC1)c1cnn(-c2ccc(F)cc2F)c1C1CCNCC1,?,1%,-5%,-7%,-1%,-2%,0%
Cc1cc(C)cc(-n2c(SCC(=O)NCc3ccco3)nc3c([nH]c4ccccc43)c2=O)c1,6%,-1%,12%,6%,0%,-7%,-7%
COc1ccc(-c2c(C)nn3c4c(cnc23)C(=O)CC(c2ccccc2)C4)cc1 (stereo unspecified),·,-2%,?,-17%,8%,·,-3%
Cc1c(-c2ccc(Br)cc2)c(=O)oc2ccc(OC(=O)N3CCOCC3)cc12,4%,2%,10%,-13%,-5%,-3%,1%
C=Cc1ccc(Cn2c(C(=O)O)c(CNCCc3ccco3)c3ccc(C)cc32)cc1,4%,0%,2%,-12%,0%,-2%,-2%
COc1ccc2c(c1)CC(C(=O)Nc1cc(Cl)ccc1C)CO2 (stereo unspecified),2%,1%,7%,8%,-4%,-1%,-2%
Cc1ccc(C)c(N2CCN(C(=O)Cn3cnc4sc(C)c(S(=O)(=O)N5CCN(c6ncccn6)CC5)c4c3=O)CC2)c1,9%,1%,-1%,?,-6%,35%[activator],-1%
COc1cccc(N2C(=O)C(CC(=O)Nc3cccc(F)c3)N(C(C)C)C2=O)c1 (stereo unspecified),-4%,-1%,·,·,-1%,-9%,-6%
CCc1ccc(NCc2cc3ccc(OC)cc3n(CC(=O)Nc3cccc(Cl)c3C)c2=O)cc1,-15%,0%,-7%,-10%,-1%,-1%,-6%
CCCc1nnc(NC(=O)CSc2nnc3c4ccccc4n(CC)c3n2)s1,-16%,1%,2%,-21%,0%,5%,-1%
CN(Cc1ccccc1)C(=O)CCS(=O)(=O)c1ccc2c(c1)oc(=O)n2C,-8%,-1%,-4%,3%,0%,-1%,1%
Cc1coc2c1c(C)cc1oc(=O)cc(C)c12,24%,0%,0%,2%,3%,0%,-6%
Cc1ccc(NC(=O)Nc2nnc(N3CCCCC3)s2)c(C)c1,13%,-3%,2%,-12%,2%,5%,1%
CCOc1ccc(CN(C(=O)c2cc(=O)c3cc(C)cc(C)c3o2)C2CCS(=O)(=O)C2)cc1 (stereo unspecified),-10%,-1%,13%,-11%,1%,-5%,-3%
CC(C)CCNC(=O)CSc1nc2ccccc2nc1Cc1ccccc1,2%,1%,-2%,-1%,0%,-8%,2%
CCN(CC)CCCNC(=O)c1ccc2c(c1)NC(=O)C(CS(=O)(=O)Cc1ccc(F)cc1Cl)N2 (stereo unspecified),34%[activator],0%,?,-17%,4%,-2%,2%
CCOc1cc(C(=O)N2CCn3c4c(c5cc(C)ccc53)CCCC42)cc(OCC)c1OCC (stereo unspecified),-18%,1%,8%,-4%,0%,19%,-2%
O=C(Cn1c(=O)n(Cc2ccccc2)c(=O)c2sc3ccccc3c21)Nc1ccccc1,-16%,1%,24%,21%,7%,?,3%
COc1ccccc1NC(=O)C1=C(C)Nc2nc(SCc3ccccc3Cl)nn2C1c1cccnc1 (stereo unspecified),-5%,0%,-1%,-10%,5%,-12%,0%
CCCNC(=O)Cn1nc(-c2ccc(F)cc2)c2cnc3ccc(F)cc3c21,-11%,-1%,7%,-1%,0%,-2%,2%
Cc1cccc(N(CC(=O)NCCc2ccccc2)S(=O)(=O)c2ccccc2)c1C,5%,1%,7%,-21%,3%,15%,0%
Cc1cc(C)c(NC(=O)CSc2nc3nc(C)cc(C)n3n2)c(C)c1,-5%,1%,-1%,6%,-2%,-17%,2%
CCOc1ccc(-n2cc(-c3ccccc3)c3c(NCCc4ccccc4)ncnc32)cc1,3%,-1%,0%,?,2%,6%,-1%
CCCc1nc(SC)ncc1C(=O)N1CCN(c2ccc(Cl)cc2)CC1,-23%,-1%,0%,-3%,1%,-10%,1%
O=C(CCCCn1c(=O)c2ccccc2n(Cc2ccccc2Cl)c1=O)NCCc1ccccc1,-4%,-2%,?,-36%,6%,-1%,1%
O=C(CSc1nc(-c2cccc(Cl)c2)nc2cc(=O)[nH]n12)Nc1ccccc1,-2%,3%,·,·,-4%,10%,-5%
CCN(CC)c1ccc(NC(=O)c2cnn(-c3ccccc3)c2-n2cccc2)c(C)c1,-30%,-2%,-18%,-16%,4%,3%,-1%
COc1ccccc1CNC(=O)c1ccc2c(c1)nc(C)n2-c1cccc(C)c1,22%,5%,0%,-16%,-4%,20%,-1%
COc1ccc(Nc2nc3c(S(=O)(=O)c4ccccc4)nnn3c3ccc(Cl)cc23)cc1,-25%,1%,?,0%,6%,?,0%
O=C(CN1CCCN(Cc2ccccc2Cl)S1(=O)=O)Nc1ccc2c(c1)OCCO2,-4%,1%,-8%,-16%,-2%,4%,-6%
COc1ccc(-c2cc3ccc(O)c(CN4CCC(C)CC4)c3oc2=O)cc1OC,21%,1%,-7%,-6%,-7%,1%,0%
COc1cccc(CNC(=O)c2cc(Sc3cccc(Cl)c3)nc3ccccc23)c1,-3%,1%,5%,-7%,-6%,-2%,-8%
COc1cc2c(cc1OC)C(COc1cc(C)cc(C)c1)N(C(=O)COc1ccccc1)CC2 (stereo unspecified),0%,0%,2%,?,-2%,12%,0%
Cc1cccc(C)c1Nc1c(-c2ccccn2)nc2c(C)cccn12,-2%,-1%,11%,11%,6%,12%,-4%
CC1=C(C(=O)NCc2ccc(Cl)cc2)C2(CCC(C)CC2)OC1=O (stereo unspecified),-20%,1%,12%,-9%,-13%,0%,-4%
COc1ccccc1-c1nnc(C2CCN(C(=O)c3cccc(Cl)c3)CC2)o1,?,0%,2%,-2%,-2%,1%,-2%
Cc1ccc(S(=O)(=O)N2CCC(C(=O)Nc3cc(C)ccc3C)CC2)cc1,0%,-2%,-10%,-35%,3%,4%,0%
COc1cccc(CSc2nc3n(n2)C(c2ccc(C(=O)O)cc2)C(C(=O)Nc2ccccc2)=C(C)N3)c1 (stereo unspecified),-1%,0%,45µM*,-4%,-1%,4%,-8%
Cc1ccc2c(c1)N(C(=O)N1CCC(C(=O)NCc3cccc(Br)c3)CC1)CCO2,-17%,2%,4%,-5%,2%,14%,0%
Cc1nn(Cc2ccc(F)cc2)c(C)c1NC(=O)c1noc2c1CCc1ccccc1-2,7%,-2%,·,·,-1%,5%,-1%
CCOc1ccc(CNC(=O)CC(C)n2nc(C)cc2C)cc1OC (stereo unspecified),-1%,0%,4%,7%,2%,-1%,-15%
COc1ccccc1-c1noc(-c2ccc(NCC3CCCO3)c([N+](=O)[O-])c2)n1 (stereo unspecified),-12%,1%,14%,-22%,4%,-8%,-8%
COc1cc2[nH]c(=O)n(Cc3ccc(C(=O)N4CCN(c5cc(Cl)ccc5C)CC4)cc3)c(=O)c2cc1OC,4%,1%,2%,-6%,6%,17%,7%
CCCCN(CCCC)S(=O)(=O)c1ccc(C(=O)Nc2sc3c(c2C(N)=O)CCN(CC)C3)cc1,3%,-2%,2%,-4%,0%,5%,13%
COc1cccc(CNCCSc2nnnn2C)c1OCc1ccccc1F,-17%,-2%,?,-5%,0%,13%,-11%
Cc1nc(-c2ccc(S(=O)(=O)N3CCN(c4cccc(Cl)c4)CC3)cc2)co1,19%,-1%,0%,-8%,0%,1%,-1%
CC1CCn2c(nc3cc(C(=O)NCc4ccccc4)ccc32)C1 (stereo unspecified),-20%,2%,-2%,0%,4%,-6%,0%
CCOc1ccc(NC(=O)CN2C(=O)CCSc3ccc(S(=O)(=O)N4CCCC4)cc32)cc1,-16%,-1%,1%,0%,2%,0%,0%
